Bioassay records as filed in PubChem.
p53 reactivator: mutant p53 re-activation in reporter cells; H1299 p53-A138V BP100-luciferase reporter, luminescence, 24 h; Potency, µM (highest dose often 92.2 µM), inactives show top-dose activity change, positive = activation, actives largely listed as activators; hit rate 0.063% among 320,000; AID 504706; further: % of control where 0% means no effect; nearly all actives have a fitted effect of over 45% in size
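p53-null H1299 cells stably carrying temperature-sensitive p53-A138V and a BP100-luciferase reporter were pinned with compounds (4-point, 1:5 series) and held 24 hrs at 37 deg C. Luminescence was read 10 min after detection reagent.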
ELG1 genotox: inducers of genotoxicity in HEK293T ELG1-luciferase cells; hit rate 1.3% among 330,000; HEK293T ELG1-luciferase reporter, luminescence, 16 h; Potency, µM (top dose mostly 46 µM), inactives show at the highest dose activity change, positive = activation, usual class: activators; further: % of control where 0% means no effect; nearly all actives have a fitted effect of over 60% in size
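Genotoxic stress is detected as increased luminescence from luciferase-tagged ELG1 in HEK293T cells, measured with ONE-Glo after a 16 hr treatment at 37 °C.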
Rab9 prom act: activates the Rab9 promoter. AID 485297. hit rate 2.8% among 320,000. Potency, µM (series often up to 9.22 µM), for inactives: at the highest dose activation, negative = inhibition, most hits filed as activators. Huh7 Rab9 promoter-luciferase reporter, luminescence, 24 h; further: % of control where 0% means no effect; nearly all actives have a fitted effect of over 60% in size
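Measured in stably transfected Huh7 cells bearing a Rab9 promoter–luciferase construct: 24 h compound treatment at 37 °C, followed by luminescence detection.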
FLuc counter: inhibits or activates purified firefly luciferase, miR-21 counter-screen; P08659; purified FLuc, Km substrates, luminescence inhibition; Potency, µM (titrated, usually from 57.5 µM), for inactives: at the highest dose activity change, negative = inhibition, usual class: inhibitors; hit rate 6.9% among 360,000;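 further: plate controls were vehicle for no effect and reference inhibitor for full effect; nearly all actives have a fitted effect of over 55% in size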
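Purified P. pyralis luciferase, 10 nM final, with Km-level 10 uM D-luciferin and 10 uM ATP in 50 mM Tris acetate pH 7.5, 10 mM Mg acetate, 0.01% Tween-20, 0.05% BSA; 6-point qHTS titration about 60 µM downward; luminescence read.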
NPC1 promoter act: activates the NPC1 promoter; hit rate 2.4% among 320,000; Potency, µM (titrated, usually from 9.22 µM), for inactives: at the highest dose activation, usual class: activators; Huh7 NPC1 promoter luciferase reporter, 24 h;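 further: % of control where 0% means no effect; nearly all actives have a fitted effect of over 60% in size; reporter is driven by a mutant NPC1 promoter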
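Huh7 cells stably carrying NPC1 promoter–luciferase, plated in Opti-MEM with 10% FBS for 2 h, were exposed to compound in DMSO for 24 h at 37 °C; luciferase reagent was added for 10 min and luminescence read.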
MBNL1-CUG inh: inhibitors of human MBNL1 binding to CUG repeat RNA; hit rate 0.036% among 280,000; TR-FRET MBNL1-His/biotin-(CUG)12 binding, 665/545 ratio; AID 2675; Potency, µM (series often up to 57.5 µM), inactives show at the highest dose activity change, negative = inhibition, hits mostly inhibitors; Q9NR56; active means well fitted inhibition curve with a large enough effect in the signal ratio, with a control signal flat, not every such curve was filed as active; inconclusive means small, poorly fitted or top-dose-only effect, or effect the other way, or a change in a side signal; inactive means no such curve, though single readings can be large or run the other way; the % refers to the signal ratio; further: on the % scale 0 is the no-effect control and ±100 the full control effect
Target sequence (Q9NR56 whole entry, looked up): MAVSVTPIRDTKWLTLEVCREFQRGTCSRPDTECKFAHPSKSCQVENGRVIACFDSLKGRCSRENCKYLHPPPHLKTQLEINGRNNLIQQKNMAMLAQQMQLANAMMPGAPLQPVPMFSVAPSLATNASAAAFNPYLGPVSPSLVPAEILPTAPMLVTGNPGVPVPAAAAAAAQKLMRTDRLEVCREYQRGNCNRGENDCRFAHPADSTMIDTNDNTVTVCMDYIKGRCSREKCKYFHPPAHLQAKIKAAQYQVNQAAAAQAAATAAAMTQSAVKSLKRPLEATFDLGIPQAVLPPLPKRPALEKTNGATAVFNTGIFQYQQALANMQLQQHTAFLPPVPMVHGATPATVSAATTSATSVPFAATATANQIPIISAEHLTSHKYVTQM
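Ratiometric TR-FRET (665 over 545 nm, excitation 340 nm) tracks disruption of MBNL1-His/biotin-(CUG)12 complex after 60 min at room temperature, with compounds at 92 nM to 58 uM final.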
Gal4-VP16 FLuc: inhibits Gal4-VP16 luciferase reporter, ROR gamma counter-screen. Drosophila S2 Gal4-VP16 UAS-luciferase, luminescence, 20 h. AID 2546. hit rate 3.5% among 310,000. Potency, µM (top dose mostly 53.6 µM), for the others: top-dose activity, negative = inhibition, most hits filed as inhibitors;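 further: Gal4-VP16 expression switched on by copper sulfate through the metallothionein promoter; on the % scale 0 is the no-effect control and ±100 the full control effect; nearly all actives have a fitted effect of over 50% in size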
RORg inh: blocks mouse ROR gamma transcriptional activity. P51450. Drosophila S2 Gal4-RORgamma UAS-luciferase reporter, 20 h. Potency, µM (doses to about 53.6 µM), inactives show at the highest dose activity change, negative = inhibition, hits mostly inhibitors. hit rate 5.4% among 310,000. AID 2551; further: on the % scale 0 is the no-effect control and ±100 the full control effect; nearly all actives have a fitted effect of over 60% in size
Target sequence (P51450 whole entry, looked up, the tested form may be a part): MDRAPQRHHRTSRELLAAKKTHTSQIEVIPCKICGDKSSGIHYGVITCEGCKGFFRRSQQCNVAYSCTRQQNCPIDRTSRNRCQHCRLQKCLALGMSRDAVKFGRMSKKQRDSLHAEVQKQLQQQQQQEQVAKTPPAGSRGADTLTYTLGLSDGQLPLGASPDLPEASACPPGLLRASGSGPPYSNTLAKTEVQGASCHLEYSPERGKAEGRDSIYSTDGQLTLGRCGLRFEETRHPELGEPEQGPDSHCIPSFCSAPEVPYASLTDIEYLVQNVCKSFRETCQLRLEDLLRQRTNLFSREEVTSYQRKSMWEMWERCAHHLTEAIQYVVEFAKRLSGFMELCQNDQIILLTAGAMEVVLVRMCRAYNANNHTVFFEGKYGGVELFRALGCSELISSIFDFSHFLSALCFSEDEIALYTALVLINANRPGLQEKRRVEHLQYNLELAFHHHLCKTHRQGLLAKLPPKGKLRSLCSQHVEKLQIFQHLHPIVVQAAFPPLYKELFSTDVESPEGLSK
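ROR gamma transcriptional activity was tracked as Gal4-UAS luciferase output in stably transfected Drosophila Schneider cells, with compound added 1 hr before 700 uM copper sulfate induction and a 20 hr ambient-temperature incubation.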
BRCA1 expr act: BRCA1 expression activation; MCF7-BRCA1-FFLuc reporter, luminescence, 48 h; response scale: scaled: vehicle 0%, 10 µM genistein 100%; Potency, µM (top dose mostly 46.1 µM), for the others: at the top dose activation, most hits filed as activators; hit rate 1.1% among 380,000; further: nearly all actives have a fitted effect of over 80% in size; some results filed as inactive show a strong effect at the top dose
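Quantitative HTS in MCF7 cells stably reporting BRCA1 expression via firefly luciferase. Compound treatment lasts 48 h at 37 °C in phenol-red free MEM. Activation is expressed relative to genistein at 10 microM and DMSO.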
uPA generation: inhibitors of cell surface uPA generation; Potency, µM (highest dose often 38.3 µM), for the others: top-dose activity change, negative = inhibition, actives largely listed as inhibitors; hit rate 0.31% among 330,000; cell surface uPA generation assay, qHTS; active means well fitted inhibition curve with a large enough effect; inconclusive means small, poorly fitted or top-dose-only effect; inactive means no such curve, though single readings can be large or run the other way; tested in mouse RAW 264.7 cells; further: on the % scale 0 is the no-effect control and ±100 the full control effect; nearly all actives have a fitted effect of over 55% in size
CXXC DNA block: blocks binding of human MLL CXXC domain to DNA | Q03164 | MLL-CXXC / FITC-HOXA9 DNA fluorescence polarization | Potency, µM (top dose mostly 115 µM), for inactives: top-dose activity change, negative = inhibition, most hits filed as inhibitors | hit rate 0.037% among 290,000 | AID 2662; active means well fitted inhibition curve with a large enough effect in the polarisation, with a control signal flat, not every such curve was filed as active; inconclusive means small, poorly fitted or top-dose-only effect, or effect the other way, or a change in a side signal; inactive means no such curve, though single readings can be large or run the other way; the % refers to the polarisation
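Purified MLL-CXXC (added from a 7 uM solution) was preincubated 5 min at ambient with pinned compounds in 50 mM Tris-HCl pH 7.5, 50 mM NaCl, 1 mM DTT, 0.05% BSA. Fluorescein-labeled HOX-A9 DNA (50 nM solution) followed, 30 min, then polarization read.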
Starred values were filed as active, the others as inactive; ? = inconclusive; / = not tested or not shown; [ ] = another dose, or the depositor's remark. Unless noted, the call rests on the fitted dose curve; in most records, active means well fitted curve in the direction sought with a large enough effect; inconclusive means small, poorly fitted or top-dose-only effect, or another doubt; inactive means no such curve, though single readings can be large; an effect the other way counts as inactive or inconclusive. Potency means the concentration at half of the fitted maximal effect.

Values run as follows: Rab9 prom act, p53 reactivator, NPC1 promoter act, Gal4-VP16 FLuc, ELG1 genotox, MBNL1-CUG inh, CXXC DNA block, FLuc counter, BRCA1 expr act, RORg inh, uPA generation
O=C(CSC1c2ccccc2C(=O)N1c1ccccc1)N1CCOCC1 (stereo not given)
 : -3%, 19%, -3%, 4%, 1%, 0%, -4%, 9%, 0%, -16%, /
O=C(CC1SCCNC1=O)Nc1ccccc1Cl (stereo not given)
 : 10%, 4%, 6%, 8%, 5%, /, 1%, 1%, 13%, -30%, -3%
Cc1ccc(COC(=O)c2cc(S(=O)(=O)N3CCOCC3)ccc2C)cc1
 : 0%, -4%, -1%, /, -7%, /, /, /, -19%, /, -10%
CSC1=NS(=O)(=O)c2c(C)nn(C)c2S1
 : -3%, -2%, -6%, ?, 4%, -6%, ?, ?, -8%, ?, 2%
COc1ccc(C2CC(c3ccccc3)=NN2C(=O)CN2N=NC3C(=O)N(c4cccc(F)c4)C(=O)C32)cc1 (stereo not given)
 : 3%, -1%, -5%, -3%, 3%, /, 12%, 3%, 4%, 3%[10 µM], 1%
C=C1c2cc(CC)ccc2NC(=O)N1c1ccc(C)cc1
 : 1%, 10%, -2%, 19%, ?, 3%, -1%, ?, 32%, ?, -3%
COC(=O)c1[nH]c2cc(OC)ccc2c1NC(=O)c1nonc1C
 : -9%, -3%, -22%, ?, 4%, 8%, 15%, 6%, -3%[1.84 µM], -18%, 3%
NC(N)=NN=C1CCC(c2ccccc2)CC1 (stereo not given)
 : -6%, 14%, -2%, 4%, 0%, 1%, 8%, -2%, -11%, -7%, -18%
NS(=O)(=O)c1ccc(NCCCn2ccnc2)c([N+](=O)[O-])c1
 : -4%, -1%, -3%, -2%, 0%, ?, 3%, 0%, 11%, -5%, 6%
NC(=O)CSc1oc(-c2ccco2)nc1S(=O)(=O)c1ccc(F)cc1
 : -7%, -6%, -8%, 0%, -3%, 5%, 35%[activator], 3%, -7%, -22%, -5%
CC(Sc1cnc2ccccc2n1)C(=O)O (stereo not given)
 : -1%, 0%, -3%, -7%, -4%, ?, -5%, 2%, -10%, -2%, 1%
O=C(NCc1ccncc1)c1ccc(Br)cc1
 : 3%, -1%, 3%, -1%, -2%, -14%, -2%, 1%, -19%, 13%, -1%
Cc1ccccc1OCC(=O)Nc1cccc(S(=O)(=O)NC2=NCCCCC2)c1
 : 1%, -2%, -1%, /, 26%, /, /, 17µM*, 1%, /, -3%
CCOc1ccc(NC(=O)CN(C)C(=O)C2CC(=O)N(c3ccc4c(c3)OCCO4)C2)cc1OCC (stereo not given)
 : 1%, -7%, -2%, /, 2%, /, /, -1%, -10%, /, 1%
CCCCCNC(=O)c1cc(S(=O)(=O)N2CCCCC2)ccc1F
 : -10%, -3%, -3%, -2%, 0%, -6%, -4%, 4%, 1%, -2%, /
O=C(COC(=O)C12CC3CC(CC(C3)C1)C2)Nc1ccc2[nH]c(=O)[nH]c2c1
 : 2%, 1%, -5%, 3%, 4%, -4%, 1%, 1%, 2%, 16%, 0%
CC(C)CC(=O)Nc1nc2ccc(S(=O)(=O)N3CCOCC3)cc2s1
 : 7%, -6%, -10%, 5%, -2%, 2%, -12%, 3%, -75%, 10%, -19%
O=C(Nc1ccc2nc(C3CC3)n(Cc3ccc(F)cc3)c(=O)c2c1)c1ccco1
 : 4%, 2%, 23%, -8%, -8%, -1%, 8%, -1%, -34%, ?, -12%
COC(=O)c1sccc1NC(=O)CN(C)NS(=O)(=O)c1ccc(F)cc1
 : 0%, 5%, -1%, -3%, -2%, 7%, 3%, 2%, -51%, -9%, -6%
CCNC(=O)/N=C1/NC(=O)C(C(C)C)O1 (stereo not given)
 : 1%, 9%, 1%, 2%, 3%, -14%, -3%, 1%, 3%, -3%, 4%
O=C(N/N=C/c1ccccn1)c1cccc(NC(=O)c2ccccc2Cl)c1
 : 15%, 2%, 3%, 4%, 9%, 8%, 6%, 17µM*, 35%, -21%, -17%
O=C(CCC(=O)NC1CCCCCC1)Nc1nnc(C(F)(F)F)s1
 : 2%, -1%, 1%, -1%, 0%, 0%, 2%, 7%, -31%, -10%, /
C#CCOCCOCCOCCNc1nc(N2CCN(C(=O)[C@H](CCCCN)n3cc([C@@H](N)CC(C)C)nn3)CC2)nc(N2CCN(C(=O)[C@H](Cc3cc4ccccc4[nH]3)n3cc([C@@H](N)Cc4ccc(O)cc4)nn3)CC2)n1
 : 4%, -1%, 0%, -5%, 3%, -29%, -2%, -2%, -11%, -1%, -1%
COc1ccc(C)cc1NC(=O)c1ccccc1NS(=O)(=O)c1ccc(Cl)s1
 : -13%, -5%, -8%, ?, -13%, 5%, 0%, ?, -62%, -82%, ?
COc1cc(/C=C/C(=O)c2ccc(O)cc2)ccc1OCC#N
 : -1%, -18%, -4%, ?, -10%, /, 1%, ?, -101%[inhibitor], ?, -3%
O=C(Nc1ccc(C(=O)NCc2ccccc2)cc1)C1=CSCCO1
 : 15%, 8%, 21%, 25%, 16%, -1%, 2%, -18%, 59%, ?, 0%
COc1ccccc1N1CCN(C(c2ccccc2)c2nnnn2CCc2ccccc2)CC1 (stereo not given)
 : 0%, -2%, 2%, -7%, -10%, -1%, -8%, -1%, -41%, ?, -5%
COc1ccccc1CNC(=O)C1CCC(CNS(=O)(=O)c2cccs2)CC1 (stereo not given)
 : -7%, -3%, -1%, 5%, 0%, 8%, 14%, -2%, -19%, 21%, -6%
CN(C)c1nc(OCCNC(=O)Nc2ccccc2)nc(N(C)C)n1
 : 4%, -2%, -2%, 0%, 1%, -12%, 4%, 1%, 18%, 23%, 3%
Cc1cccc(C(C)C)c1-n1nnnc1-c1ccccc1
 : 8%, 2%, -1%, 2%, 1%, -5%, 2%, 2%, -6%, 2%, 13%
Cc1noc(NS(=O)(=O)c2ccc(NC(=O)/C=C/c3ccc(Br)cc3)cc2)c1C
 : 3%, -1%, -7%, -8%, 6%, 8%, 11%, ?, -13%, 30%, 1%
CCCCCCCCC/C(=N\O)c1ccccn1
 : ?, 26%, ?, 11µM*, ?, 5%, 17%, 17µM*, -55%, 3.5µM*, 3%
CC1(C)ON(C2CCCCC2)[C@H]2c3nc4ccccc4n3C[C@H]21
 : 1%, 3%, 1%, -1%, 0%, 1%, -6%, -1%, 4%, 14µM*, 11%
COc1ccc(CCNC(=O)Cn2nc(C(=O)O)c3ccccc3c2=O)cc1OC
 : 2%, -1%, 6%, 1%, 1%, /, 3%, -3%, -11%, -8%, 2%
Cc1nc([N+](=O)[O-])c(C(=O)OCc2ccccc2C#N)n1C
 : 0%, 12%, -1%, 9%, 0%, ?, 59%[activator], 2%, 0%, -2%, 2%
Cc1cccc(/C=N/NC(=O)c2cc(C)nc3ccccc23)n1
 : 0%, -3%, -5%, ?, -1%, 16%, 13%, 8%, -1%, 11µM*, ?
Cc1cccc(C)c1NC(=O)c1cnn(-c2ccccc2)c1C
 : -3%, -26%, 0%, -3%, -5%, -4%, 2%, -16%, -7%, -24%, -3%
CC(=O)c1c(C)nc2ccc(C)cc2c1-c1ccccc1
 : -4%, -6%, -6%, -8%, -5%, 1%, 0%, -2%, -16%, -35%, -5%
Cc1noc(C)c1CSc1nnc(-c2ccncc2)n1-c1cccc(Cl)c1C
 : 7%, 0%, -3%, -3%, 11%, -12%, -18%, 7%, -22%, 10%, -5%
COc1ccc(S(=O)(=O)Nc2ccccc2C(=O)N2CCOCC2)cc1Cl
 : 5%, -10%, -2%, -10%, 5%, 0%, -5%, 0%, 4%, 3%, 6%
COc1ccc(-c2cn3c(C)c(C(=O)NC(C)(C)C)sc3n2)cc1
 : 0.63µM*, 10%, 2µM*, -4%, ?, 2%, /, 5.4µM*, 119%, -17%, ?
COC(=O)c1cc(-c2cccs2)nc2ccccc12
 : -3%[1.84 µM], -2%, -6%, -6%, -6%, 11%, 29%, ?, -24%, 1%, -9%
C=CCc1c(C)nc(-c2ccccc2)nc1Nc1ccc(O)cc1
 : -6%, 1%, 1%, -26%, -4%, -2%, -15%, -3%, -57%, -12%, -9%
Cn1c(SCC(=O)Nc2nccs2)nnc1-c1cccnc1
 : -3%, 11%, 0%, /, -3%, /, /, 3%, -24%, /, -3%

An excerpt, so the mix of outcomes need not match the whole.
